# V1aR counter: V1a receptor agonism, counter-screen for OXTR agonists. P37288. activation, % at 3 µM. 320,000 tested, 0.25% active. CHO-V1R cells, Fluo-8 calcium fluorescence, agonist mode; 0% DMSO, 100% 3 nM vasopressin;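 active = activation above the mean activation of all tested compounds plus 3 SD, per screening run, cut at about 20% in these data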;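 also: signal is peak over basal fluorescence ratio across a 100 second FLIPR read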
# CHO-K1 Ca antag: M1 antagonist counterscreen hit in parental CHO-K1 cells | 360,000 tested, 0.6% active | ATP-induced calcium, Fluo-8 fluorescence | inhibition, % at 3 µM;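 active = inhibition above a per-plate cutoff, the plate's mean sample inhibition plus 3 SD, cut at about 24% in these data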;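 also: 0% = DMSO plus EC80 ATP and 100% = DMSO alone without ATP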
# CHO-K1 Ca PAM: M1 PAM counterscreen hit in parental CHO-K1 cells. 360,000 tested, 0.02% active. AID 602247. activation, % at 3 µM. ATP EC20, Fluo-8 calcium fluorescence; 0% at ATP EC20, 100% at ATP max;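 active = activation above the run cutoff, the mean activation of all test compounds plus 3 SD, cut at about 40% in these data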;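 also: peak over basal fluorescence ratio in a 140 s read after ATP addition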
# OXTR agonist: activates the human oxytocin receptor. CHO-OTR cells, Fluo-8 calcium fluorescence; normalized: DMSO 0%, oxytocin 100%. activation, % at 3 µM. 320,000 tested, 0.32% active;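 active = activation above the mean of all tested compounds plus 3 SD, cutoff set per screening run, cut at about 20% in these data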;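 also: peak over basal fluorescence ratio from a 100 s FLIPR kinetic read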
# Target sequence (P30559 whole entry, looked up): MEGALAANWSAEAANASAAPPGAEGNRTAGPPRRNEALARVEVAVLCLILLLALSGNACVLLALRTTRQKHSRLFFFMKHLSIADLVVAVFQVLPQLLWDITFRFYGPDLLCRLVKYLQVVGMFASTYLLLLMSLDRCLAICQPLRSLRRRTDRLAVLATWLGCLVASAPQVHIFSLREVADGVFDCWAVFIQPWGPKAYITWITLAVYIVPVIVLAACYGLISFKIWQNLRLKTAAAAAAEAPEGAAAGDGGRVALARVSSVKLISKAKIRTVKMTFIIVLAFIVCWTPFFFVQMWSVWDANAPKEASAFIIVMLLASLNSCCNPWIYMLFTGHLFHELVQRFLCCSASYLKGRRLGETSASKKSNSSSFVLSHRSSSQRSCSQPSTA
# CHO parental Ca: counter-screen for OX1R antagonists: effect in parental CHO cells. parental CHO-K1, ATP-induced calcium, Fluo-8 fluorescence. inhibition, % at 5.6 µM. 330,000 tested, 0.63% active. AID 463079;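 active = inhibition above that plate's mean sample inhibition plus 3 SD, cut at about 26% in these data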;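 also: 0% = ATP-challenged DMSO wells and 100% = DMSO wells without ATP; some compounds past the cut are filed as inactive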
#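 Material: Parental CHO cells | Reagent: ATP | Compound dosing: Single nominal dose of 5.6 µM per compound | Detection: Intracellular calcium via Fluo-8 no-wash fluorescent dye | Read-out: % inhibition of ATP-induced calcium mobilization | Benchmarks: Low control ATP plus DMSO, high control DMSO only | Replicates: Singlicate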
# GPR7 antagonist: blocks human GPR7 receptor signaling; inhibition, % at 4.4 µM; 290,000 tested, 1.1% active; P48145; GPR7-expressing cells, fluorescence antagonist assay; AID 1861; in the data active = inhibition above about 16%, passing the limit was not always enough;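 also: cells stimulated with the agonist NPW; 0% = agonist with vehicle and 100% = vehicle without agonist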
# Target sequence (P48145 whole entry, looked up): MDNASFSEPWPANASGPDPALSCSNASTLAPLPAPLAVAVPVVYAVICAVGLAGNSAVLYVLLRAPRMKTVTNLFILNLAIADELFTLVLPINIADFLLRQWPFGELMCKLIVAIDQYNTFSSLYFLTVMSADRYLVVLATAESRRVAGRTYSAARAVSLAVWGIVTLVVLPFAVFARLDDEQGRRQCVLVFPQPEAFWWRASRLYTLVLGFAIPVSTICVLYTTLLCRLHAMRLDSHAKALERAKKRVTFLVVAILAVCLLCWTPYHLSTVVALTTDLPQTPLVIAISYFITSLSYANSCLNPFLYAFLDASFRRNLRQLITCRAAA
# OXTR potentiator: potentiates the human oxytocin receptor response; P30559; CHO-OTR cells, Fluo-8 calcium fluorescence, potentiator mode; 0% = oxytocin EC15, 100% = EC100; activation, % at 3 µM; 320,000 tested, 0.061% active; AID 2445;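 active = activation above that plate's cutoff, the mean activation of tested compounds plus 3 SD, cut at about 6.6% in these data, passing the limit was not always enough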;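 also: 100% uses oxytocin at 75 nM as the full agonist control; some results filed as inactive read as strong as hits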
#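 System: human OTR in CHO cells / Also added: sub-maximal oxytocin, roughly EC15 / Control set: EC15 oxytocin low, 75 nM oxytocin high / Schedule: 6 min compound pre-incubation at room temperature, 100 s kinetic read / Compound: single-point 3.0 µM / Replication: singlicate / Technique: Fluo-8 calcium dye fluorescence / Read-out basis: % activation of max/min ratio relative to oxytocin controls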
# TAAR1 antagonist: human TAAR1 antagonism; Q96RJ0; CHO RD-HGA16 TAAR1, Fluo-8 calcium fluorescence, antagonist; inhibition, % at 3 µM; 360,000 tested, 1.5% active; AID 624466;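 active = inhibition above a per-plate cutoff, the mean inhibition of test compounds on that plate plus 3 SD, cut at about 49% in these data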;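 also: 0% = DMSO plus EC80 beta-PEA response and 100% = DMSO alone without agonist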
# Target sequence (Q96RJ0 whole entry, looked up): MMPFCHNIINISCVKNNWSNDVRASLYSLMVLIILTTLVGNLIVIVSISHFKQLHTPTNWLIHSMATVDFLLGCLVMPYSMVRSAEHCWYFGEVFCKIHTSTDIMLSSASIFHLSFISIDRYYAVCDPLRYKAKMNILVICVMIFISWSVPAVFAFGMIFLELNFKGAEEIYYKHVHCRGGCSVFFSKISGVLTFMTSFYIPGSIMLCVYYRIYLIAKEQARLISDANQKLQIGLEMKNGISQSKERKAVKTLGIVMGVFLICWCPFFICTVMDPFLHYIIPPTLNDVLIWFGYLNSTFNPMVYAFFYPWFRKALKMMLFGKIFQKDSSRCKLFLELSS
#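 Material: RD-HGA16 CHO cells with stable hTAAR1 and Gα16; Dosing: single nominal final test compound concentration of 3 µM; Schedule: seeding 17-24 h prior, 75-min 37 °C, 30-min RT dye loading; Detection: kinetic Fluo-8 calcium fluorescence measurement; Measure: % inhibition from peak post-agonist over basal fluorescence ratio; Benchmarks: vehicle and agonist controls.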
# M1 ag parental: nonselective activator or artifact in parental CHO-K1 cells. AID 602248. Fluo-8 calcium fluorescence; scaled to maximal ATP response, vehicle zero. 360,000 tested, 0.48% active. activation, % at 3 µM; in the data active = activation above about 15%;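 also: untransfected CHO-K1 host cells lacking M1 receptor as counterscreen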
# The depositor's hits bear a star; · = no result given; & = joins results of further samples. Compounds were not picked by outcome; overall some 3.5% were active at least once.
SMILES,V1aR counter,CHO-K1 Ca antag,CHO-K1 Ca PAM,OXTR agonist,CHO parental Ca,GPR7 antagonist,OXTR potentiator,TAAR1 antagonist,M1 ag parental
COc1cc(/C=N/N=C/c2c[nH]c(=O)c(C#N)c2Nc2ccccc2)ccc1O,0.2,·,·,0.4,-2,-5,-2,·,·
Cc1ccc(Oc2ccccc2/C=N/O)cc1,-0.2,1,-1,-2.1,-5,-8,-11,11,-0.2
CCCc1nn(C)c(C(=O)Nc2ccc3ccccc3c2)c1Cl,-0.4,-8,21,-0.8,-13,-10,-13,-8,1.6
CNC(=O)[C@@H]1C[C@H]1[C@@H](NC(=O)OCc1ccccc1)c1ccccc1,0.7,-2,5,0.0,-6,3,-2,-4,0.1
CN(CCc1ccccc1)C(=O)c1ccc(NC(=O)Cc2cccc(NC(=O)C3CCN(S(=O)(=O)c4cccc([N+](=O)[O-])c4)CC3)c2)cc1,·,-19,15,·,·,·,·,12,1.3
CCOc1ccccc1CNC(CC)CO (stereo unspecified),1.0,-9,5,1.3,-6,-11,1,15,-0.2
Cc1ccc(OCCn2cc(/C=N/NC(=O)c3ccncc3)c3ccccc32)cc1,3.8,-10,14,1.1,19,-8,-3,25,3.9
CN(C)S(=O)(=O)Nc1cccc(Br)c1,0.2,12,-10,-0.1,-3,-11&-13,2,-3,0.0
Cc1cccc(S(=O)(=O)N(C)C[C@H]2OCc3cn(nn3)CCCC(=O)N([C@H](C)CO)C[C@@H]2C)c1,·,12,1,·,·,·,·,-6,-0.4
CCN(CC(=O)Nc1ccccc1C(F)(F)F)C(=O)c1ccc2c(c1)NC(=O)CS2,·,2,2,·,·,·,·,-20,1.1
O=C(CCCc1ccccc1)Nc1ccc(S(=O)(=O)N2CCOCC2)cc1,3.0,-12,13,2.9,-7,-6,1,-17,2.1
CCc1ccc(S(=O)(=O)/N=C2/C=C(Sc3ncn[nH]3)C(=O)c3ccccc32)cc1,0.9,11,-7,-1.2,-12,-13,-2,·,1.6
C#CCNC(=O)C1=C[C@H](c2ccc(Br)cc2)C[C@H](OCc2ccc(CO)cc2)O1,3.3,-4,10,2.1,-8,-13,-10,14,0.7
Cc1ccc(/C=C/C(=O)N2CC(C)CC(C)C2)o1 (stereo unspecified),-0.6,0,-2,-2.2,-35,1,-16,-4,0.1
CCCn1c(=S)[nH]c2cc(C(=O)N3CCN(C)CC3)ccc2c1=O,·,6,7,·,·,·,·,-12,0.7
C[C@H](CO)NC(=O)[C@H](C)[C@H]1C[C@]1(C)[C@H](NC(=O)OCc1ccccc1)c1ccccc1,0.2,-4,10,-0.4,-27,0,-7,-9,0.7
CC(C)C[C@H]1CN=C(N(C)C)N1CCc1cccc(F)c1,2.0,-15,-12,1.0,-4,·,-2,8,0.4
CC(CN1CCOCC1)OC(=O)c1ccc2c(c1)OCCO2 (stereo unspecified),7.3,-1,3,-2.3,-9,2,-11,10,-0.1
CCN(CCO)C(=O)C(c1ccccc1)c1ccccc1,-0.5,-5,13,-1.5,-15,3,-8,-3,-0.1
COc1cc(OC)c(C(=O)OCC(=O)Nc2ccc(N3CCOCC3)cc2)cc1OC,0.8,-4,14,0.2,0,·,6,-19,1.2
COc1ccc(OC)c(NC(=O)Nc2nc(C(C)N)cs2)c1 (stereo unspecified),·,6,2,·,·,·,·,-16,0.0
CCc1ccc(NC(=O)CS(=O)CC(=O)Nc2ccc(-n3cnnn3)c(C)c2)cc1 (stereo unspecified),0.5,-3,-19,0.9,5,2,1,-14,0.1
O=C(c1cccs1)N1C[C@@H](n2cc(C3CC3)nn2)[C@H](O)C[C@@H]1c1ccccc1,·,-17,28,·,·,·,·,-24,1.5
COC(=O)C1=C(C)N(c2cccc(OC)c2)C(=O)/C1=C\c1ccco1,-0.2,-11,13,-1.7,-14,-3,9,24,1.1
CCCCc1c(C)c2ccc(OCC(C)=O)cc2oc1=O,-0.9,-13,13,-1.2,-18,-6,-17,7,0.9
Cc1cc(C)c2c(N)c(C(=O)c3cccc(Cl)c3)sc2n1,-0.6,1,12,-0.9,-25,-6,-10,63*,5.2
COc1ccc(OC)c(CNC(=O)COc2cc(=O)n(C)c3ccccc23)c1,-1.2,-2,20,-0.8,-19,-12,-5,0,0.5
O=C(CN1C(=O)c2cccc3cccc1c23)NCC1CCCO1 (stereo unspecified),1.1,-7,15,-0.7,-17,6,-6,-6,0.0
O=C(CN1CCC(n2nnc3cc(C(F)(F)F)ccc32)CC1)N1CCc2ccccc21,0.2,-7,4,0.3,-6,-14,-8,-24,1.0
C=CCn1c(SCC(=O)Nc2ccc3c(c2)OCCO3)nc2cc(C(=O)O)ccc2c1=O,-0.1,-4,-13,0.0,-6,·,0,-23,-0.3
Cc1cccc(COCCN2CCN(S(=O)(=O)c3ccccc3)CCC2=O)c1,1.0,-9,1,1.9,-10,·,-6,1,0.5
O=[N+]([O-])c1ccccc1-n1cnc2ccccc21,0.8,0,24,1.8,-8,-7,-1,4,0.6
O=C(CCNC(=O)C1CCN(S(=O)(=O)c2ccc(F)cc2)CC1)NCc1ccc(Cl)cc1,-0.3,-10,2,-1.2,-14,-3,-1,-9,0.2
CCN(CC)S(=O)(=O)c1ccc2[nH]c(=O)[nH]c2c1,1.1,-11,18,1.8,1,-4,-6,-1,-0.3
CC#CCN(Cc1ccco1)C(=O)C1CCC(=O)N(Cc2ccccc2F)C1 (stereo unspecified),0.8,-3,-19,0.0,-18,-9,2,9,0.4
COc1ccccc1-c1cnn2c(NCCc3ccccc3)cc(C)nc12,-0.1,-8,-7,-1.1,-22,-22,-11,12,0.3
COCCNCC(=O)C12CC3CC(CC(C3)C1)C2,0.8,-13,15,0.3,2,-11,1,-8,0.2
Cn1c(Cn2c(=O)sc3ccccc32)nnc1SCc1cccnc1,0.0,-5,26,-0.6,-9,-2,-8,0,0.7
O=C(c1ccco1)N(Cc1nc2ccccc2c(=O)[nH]1)C1CCCC1,0.4,-5,18,0.4,-11,-8,1,-3,-0.1
O=[N+]([O-])c1ccc(N/N=C/c2c[nH]c3ccccc23)c(S(=O)(=O)Nc2ccc(Cl)cc2)c1,1.1,-6,14,0.6,5,1,-11,0,0.3
CCn1c(SCC(=O)O)nnc1-c1ccc(S(=O)(=O)N2CCCC2)cc1,-0.6,-9,6,0.6,6,3,-7,3,0.9
O=c1oc2ccccc2cc1-c1nc2c(s1)CCc1ccccc1-2,0.6,-2,12,-0.5,-11,-4,-2,-19,2.4
CC(C)(C)OC(=O)N1CCN(C(=O)c2ncn3c2c(=O)[nH]c2ccccc23)CC1,·,-13,32,·,·,·,·,-6,1.3
O=C(O)CCc1ccc(-c2cccs2)n1CCc1ccccc1,0.8,7,-12,4.2,-11,-6,-7,32,0.2
O=C(O)C1CCN(c2ccc(S(=O)(=O)N3CCC(C(=O)O)CC3)cc2[N+](=O)[O-])CC1,-1.2,-1,5,0.6,1,19,4,-16,1.5
Cc1cc(C)n2ncc(/C(N)=N/OC(=O)c3ccccc3F)c2n1,-0.5,-10,11,-0.6,-5,-13,2,-33,0.4
CCOc1ccc(OCCOCCOc2c(Cl)cccc2Cl)cc1,-1.3,-13,18,-2.5,-8,-9,-7,46,0.2
COc1cc(NC(=S)NN2CCN(C)CC2)cc(OC)c1OC,0.4,-12,21,0.3,6,-3,-3,4,0.5
O=C(Cc1nc2ccccc2[nH]1)N/N=C/c1ccccc1,1.4,-3,-8,-0.6,-1,8,0,-14,0.6
O=C1C2CC=CCC2C(=O)N1c1n[nH]c(Cc2ccccc2)n1 (stereo unspecified),-0.6,-13,7,0.5,-2,-13,-6,1,0.6
COc1nc(N(C)S(=O)(=O)c2ccc(C)cc2)nc(C)c1Cl,-0.9,-26,5,-1.4,-28,0,-7,0,0.8
COc1ccc(OC)c(S(=O)(=O)NCc2ccc(N3CCN(C)CC3)cc2)c1,0.2,-13,15,0.8,-2,-17,0,3,1.5
CCc1ccc2c(c1)NC(=O)C2(C)Cc1ccc(C(F)(F)F)o1 (stereo unspecified),·,-17,20,·,·,·,·,9,0.1
CCN(CC)C(=O)C1(P(=O)(c2ccccc2)c2ccccc2)CCC1,-0.4,-4,19,-0.5,-14,-11,-7,5,1.1
O=S(=O)(c1ccc(F)cc1)N1CCN(CCOc2ccccc2)CC1,2.0,1,2,0.7,-12,·,-7,-17,1.7
Cc1nn(CC(=O)Nc2ccc3c(c2)nc2n3CCOC2)c(=O)c2ccccc12,0.3,-13,-3,0.1,-9,2,-6,-11,0.2
CCCCCc1c(-c2ccc(Cl)cc2)ncn1CCc1ccccc1OC,·,-9,15,·,·,·,·,19,0.5
C/C=C/c1cnc2c(c1)C(=O)N([C@H](C)CO)C[C@H](C)[C@@H](CN(C)C(=O)CN1CCOCC1)O2,·,-5,12,·,·,·,·,0,0.5
COc1ccc(NC(=O)CN2C(=O)c3ccccc3S2(=O)=O)cc1S(=O)(=O)N1CCOCC1,·,6,-3,·,·,·,·,2,0.0
CCC(Sc1nnnn1-c1ccccc1)C(=O)Nc1nc2ccccc2s1 (stereo unspecified),-0.3,-4,16,-0.9,-14,-9,-17,5,0.5

# An excerpt of these results, bar-delimited.
SMILES | V1aR counter | CHO-K1 Ca antag | CHO-K1 Ca PAM | OXTR agonist | CHO parental Ca | GPR7 antagonist | OXTR potentiator | TAAR1 antagonist | M1 ag parental
CCCCCc1c(-c2ccc(Cl)cc2)ncn1CCc1ccccc1OC | · | -9 | 15 | · | · | · | · | 19 | 0.5
C/C=C/c1cnc2c(c1)C(=O)N([C@H](C)CO)C[C@H](C)[C@@H](CN(C)C(=O)CN1CCOCC1)O2 | · | -5 | 12 | · | · | · | · | 0 | 0.5

# Next part:
SMILES,V1aR counter,CHO-K1 Ca antag,CHO-K1 Ca PAM,OXTR agonist,CHO parental Ca,GPR7 antagonist,OXTR potentiator,TAAR1 antagonist,M1 ag parental
CC(=O)OC(C)=O,0.2,-21,14,0.5,-2,·,4,4,0.7
CC(=O)CC(c1ccccc1)S(=O)(=O)c1ccc(C)cc1 (stereo unspecified),-0.4,9,-6,-0.4,-7,-3,-3,2,0.2
O=C(O)C(Cc1c[nH]c2ccccc12)NS(=O)(=O)c1ccccc1 (stereo unspecified),0.6,-13,28,-0.3,-12,4,3,-5,0.8
O=S1(=O)CCO[C@H]2Cc3ccccc3[C@H]2N1Cc1ccccc1Br,-0.6,-13,21,-1.9,-18,-11,3,-2,-0.4
CNC(=O)Nc1ccc2snnc2c1,0.0,26*,-7,1.9,-1,-9,-6,-13,-0.5
CC(/C=N/N1C(=O)CSC1=S)=C\c1ccccc1,-0.3,1,-5,-0.1,-4,5,-6,22,0.1
CCOC(=O)c1ccc(COC(=O)c2ccc(-c3nnc(-c4ccccc4)o3)cc2)o1,1.0,-4,4,0.1,-11,1,0,-1,-0.1
Nc1c(Cl)ncnc1N/N=C/c1ccnc2ccccc12,0.2,-15,30,0.6,-17,-8,-6,0,1.3
